Assay outcomes as filed in PubChem.
HKDC1 inhibitor = HKDC1 hexokinase inhibitors, primary screen, biochemical, fluorescence, uHTS | 0.16% of 340,000 active | recombinant HKDC1, G6PDH/diaphorase resazurin coupled fluorescence | Q2TB90 | AID 493160, 2011 | inhibition, % at 20 µM;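 active means inhibition above about 35% when tested at 20 µM, limit read from the data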;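 further: plate controls were DMSO wells with enzyme for no effect and DMSO wells lacking enzyme for full effect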
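Assay system – recombinant HKDC1 (HK5) hexokinase enzyme, produced in-house · Input – HKDC1 at 5 µg/mL · Reagent – glucose plus 1 mM ATP as hexokinase substrates · Timing – 90 min reaction incubation at room temperature, dark · Measured by – G6PDH/diaphorase-coupled fluorescence, 1 mM NADP, 100 µM resazurin, 525/613 nm · Benchmarks – DMSO-enzyme wells negative, buffer-substituted wells positive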
MPTP inh = mitochondrial permeability transition pore inhibitors, primary screen, biochemical, isolated mouse mitochondria, absorbance | Ca2+ swelling absorbance, 30 min | inhibition, % at 10 µM | 1.4% of 360,000 active | AID 602449, 2012;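 active means inhibition of 50% or more, scaled per plate between neutral and stimulator controls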;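 further: 0% = DMSO wells given calcium and 100% = 1 mM EGTA wells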
GRIN3A LBD mod = binders of NR3A ligand-binding domain, primary screen, biophysical, differential scanning fluorimetry, uHTS; NR3A LBD differential scanning fluorimetry, Tm shift; 0% = protein alone, 100% = glycine-bound protein; Glutamate receptor ionotropic, NMDA 3A (GRIN3A) ligand-binding domain; 2.5% of 340,000 active; AID 1259313, 2017; Tm shift relative to glycine control, % at 25 µM;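 active means melting temperature shift of at least 10% of the positive control shift, at one fixed dose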
ATG4B inh = ATG4B protease inhibitors, primary screen, biochemical, fluorescence, uHTS; ATG4B cleavage of LC3-PLA2, NBD-HPC fluorescence, 1 h; 0.51% of 340,000 active; AID 504462, 2011; inhibition, % at 8.33 µM; Cysteine protease ATG4B (Homo sapiens), Q9Y4P1; in the data active means inhibition above about 40%
Target sequence (Q9Y4P1 whole entry, looked up): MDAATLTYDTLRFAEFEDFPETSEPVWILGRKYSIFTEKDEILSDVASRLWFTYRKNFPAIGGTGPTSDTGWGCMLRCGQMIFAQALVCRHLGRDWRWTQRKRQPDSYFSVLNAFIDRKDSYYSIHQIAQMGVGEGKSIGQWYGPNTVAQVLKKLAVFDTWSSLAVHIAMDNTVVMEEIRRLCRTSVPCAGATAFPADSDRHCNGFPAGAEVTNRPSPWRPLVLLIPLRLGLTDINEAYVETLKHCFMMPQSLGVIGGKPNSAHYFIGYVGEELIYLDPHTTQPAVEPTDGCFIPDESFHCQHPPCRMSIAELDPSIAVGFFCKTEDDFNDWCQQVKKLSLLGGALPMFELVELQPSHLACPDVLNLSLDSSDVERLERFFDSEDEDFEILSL
PfGluPho inh = PfG6PD enzyme inhibitors, primary screen, biochemical, fluorescence intensity, uHTS. PfGluPho enzyme, NADPH resazurin-diaphorase fluorescence. inhibition, % at 20 µM. 0.78% of 350,000 active. AID 504690, 2011;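 active means inhibition reaching at least a set limit at 20 µM in the primary screen, cut at about 59% in these data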;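 further: 0% = DMSO wells with substrate and 100% = DMSO wells lacking glucose-6-phosphate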
SENP7 inh = SENP7 protease inhibitors, primary screen, biochemical, luminescence, uHTS; AID 434973, 2010; 1.5% of 330,000 active; recombinant SENP7, Z-RLRGG-aminoluciferin luminescence, 40 min; inhibition, % at 5 µM;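 active means inhibition above about 50% at the single test dose, limit read from the data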;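 further: plate controls were DMSO with enzyme for no effect and no enzyme buffer wells for full effect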
Target sequence (Q9BQF6 706-1050 limits assumed): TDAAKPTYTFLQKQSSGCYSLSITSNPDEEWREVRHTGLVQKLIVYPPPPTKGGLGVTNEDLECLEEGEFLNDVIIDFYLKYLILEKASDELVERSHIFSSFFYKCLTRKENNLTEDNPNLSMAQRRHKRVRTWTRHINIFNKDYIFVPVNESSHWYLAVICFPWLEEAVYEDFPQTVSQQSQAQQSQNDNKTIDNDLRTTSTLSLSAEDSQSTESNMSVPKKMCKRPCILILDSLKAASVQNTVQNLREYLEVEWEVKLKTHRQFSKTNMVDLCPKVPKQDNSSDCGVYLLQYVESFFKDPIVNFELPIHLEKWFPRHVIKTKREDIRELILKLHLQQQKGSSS
SENP8 inh = human SENP8 protease inhibitors, primary screen, biochemical, fluorescence, Nedd8 protein substrate, uHTS; Sentrin-specific protease 8 (Homo sapiens), Q96LD8; recombinant SENP8; inhibition, % at 20 µM; 0.64% of 360,000 active; in the data active means inhibition mostly above about 40%, no sharp cut-off; inactive means mostly below about 27%
Target sequence (Q96LD8 whole entry, looked up): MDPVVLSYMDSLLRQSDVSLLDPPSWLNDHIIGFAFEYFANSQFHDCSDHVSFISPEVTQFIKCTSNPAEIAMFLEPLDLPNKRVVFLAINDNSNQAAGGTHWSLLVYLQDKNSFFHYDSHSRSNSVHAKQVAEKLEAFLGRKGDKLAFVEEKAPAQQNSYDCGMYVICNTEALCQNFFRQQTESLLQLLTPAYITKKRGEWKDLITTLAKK
SENP6 block = SENP6 protease inhibitors, primary screen, biochemical, luminescence, uHTS | AID 2599, 2010 | Recombinant SENP6 catalytic domain, aminoluciferin luminescence | Sentrin-specific protease 6 (Homo sapiens), Q9GZR1 | 1.8% of 330,000 active | inhibition, % at 10 µM;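 active means inhibition above about 50% at the single tested dose, limit read from the data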;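 further: plate controls were DMSO wells with enzyme for no effect and DMSO wells lacking enzyme for full effect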
An asterisk follows results filed as active; i = inactive; nt = not tested or not shown.

Abbreviations – A = HKDC1 inhibitor; B = MPTP inh; C = GRIN3A LBD mod; D = ATG4B inh; E = PfGluPho inh; F = SENP7 inh; G = SENP8 inh; H = SENP6 block
1	CCNS(=O)(=O)c1ccc(NC(=O)Nc2cc(C)ccc2OC)cc1
  A: 0	B: 2.0	C: 20*	D: -10	E: 4	F: -7	G: 17	H: -22
2	COc1cccc(/C=C/C(=O)OCC(=O)c2ccc3c(c2)NC(=O)CO3)c1
  A: 2	B: -0.5	C: 0	D: 1	E: -7	F: 0	G: i	H: -2
3	C=CCn1c(Cc2cccs2)nnc1SCC(=O)c1ccc(F)cc1
  A: 1	B: 1.7	C: 0	D: -15	E: 23	F: -16	G: 4	H: -6
4	Cc1ccnc(NS(=O)(=O)Cc2ccccc2)c1
  A: -7	B: 0.8	C: -1	D: -8	E: 3	F: 0	G: -82	H: -2
5	COc1cc2cnc(-c3ccccc3)c(-c3cc(OC)c(OC)c(OC)c3)c2cc1OC
  A: 12	B: -2.0	C: 2	D: -12	E: 6	F: 11	G: -106	H: 8
6	C/C(=N\NC(=O)Cc1cccc2ccccc12)c1ccncc1
  A: 0	B: 2.8	C: -10	D: -6	E: -4	F: -5	G: 22	H: -13
7	Cn1c(SCC(=O)N2CCN(S(=O)(=O)c3ccc(Cl)cc3)CC2)nc2ccccc21
  A: -3	B: 2.0	C: -2	D: -18	E: 4	F: -15	G: 22	H: -18
8	Cc1ccccc1N1CCN(CCCN2C(=O)C3CCCCN3C2=O)CC1 (centres undefined)
  A: -1	B: -0.5	C: -1	D: 3	E: -23	F: 9	G: 16	H: -3
9	O=C(NCCCN1CCN(CCCNC(=O)c2ccc3c(c2)OCO3)CC1)c1ccc2c(c1)OCO2
  A: -7	B: 0.0	C: 0	D: 4	E: -5	F: -8	G: 17	H: 10
10	COc1cc(CCC(=O)Nc2ccc(S(=O)(=O)NC3=NCCCCC3)cc2)cc(OC)c1OC
  A: -3	B: 0.9	C: -1	D: 0	E: -7	F: 4	G: -2	H: 6
11	COc1ccccc1C(=O)Nc1ccc(Br)cc1C
  A: -2	B: 1.3	C: -16	D: 4	E: 1	F: 15	G: 15	H: 27
12	CC(=O)Nc1cccc(NC(=O)CSc2n[nH]c(-c3ccccc3)n2)c1
  A: 3	B: -1.1	C: 2	D: 2	E: -1	F: 6	G: 7	H: 5
13	CCOc1cc(/C=C2\C(=O)N(c3ccc(C(N)=O)cc3)N=C2C)ccc1OC(=O)c1cccs1
  A: 16	B: -1.2	C: 0	D: 27	E: -3	F: 68*	G: 66*	H: 63*
14	COC(=O)c1ccc(NC(=O)C(=O)N2CCN(C(=S)Nc3cccc(OC)c3)CC2)cc1
  A: -9	B: 1.8	C: -2	D: -17	E: 3	F: 4	G: 0	H: 7
15	CCOC(=O)C1=C(C)NC(=S)NC1/C=C/c1ccccc1 (centres undefined)
  A: -1	B: -0.3	C: -5	D: -5	E: 19	F: 0	G: 32	H: 6
16	CC(=O)c1ccc(NC(=O)C(C)OC(=O)c2ccc(NS(=O)(=O)c3ccc(F)c(F)c3)cc2)cc1 (centres undefined)
  A: 0	B: 5.2	C: 11*	D: 31	E: -28	F: 4	G: 12	H: 3
17	Fc1ccc(NCc2nnc(SCc3nnc(-c4ccccc4)o3)n2CC2CCCO2)cc1 (centres undefined)
  A: -3	B: 0.0	C: -2	D: -5	E: -5	F: 1	G: 9	H: 3
18	COc1cccc(/C=C/C2=CC(C)(C)NC(=S)N2)c1
  A: 3	B: -4.6	C: -1	D: -2	E: -2	F: -2	G: 4	H: 2
19	CCC(Sc1ncccc1C(=O)OC(C)C)C(=O)NCc1ccco1 (centres undefined)
  A: -7	B: -2.6	C: 2	D: 8	E: 6	F: -7	G: 5	H: -22
20	COc1cccc(C(=O)C2CCCN(Cc3cn(C)nc3-c3ccccc3)C2)c1 (centres undefined)
  A: -9	B: 1.8	C: -3	D: -13	E: 1	F: -8	G: 7	H: -12
21	CCOC(=O)N1CCN(C(=O)c2ccc3c(c2)NC(=O)/C(=C\c2ccc(OC)c(OC)c2)S3)CC1
  A: 8	B: -1.6	C: 0	D: -3	E: 6	F: -2	G: -35	H: -13
22	Cc1ccc2c(c1)[nH]c1c(=O)n(CCCN3CCOCC3)cnc12
  A: -3	B: 6.1	C: -1	D: -4	E: 6	F: -7	G: -20	H: 12
23	COc1ccc(S(=O)(=O)N2CCCC2C(=O)NCc2cccs2)cc1 (centres undefined)
  A: 1	B: 1.6	C: -4	D: -5	E: 7	F: 5	G: 18	H: -6
24	CSc1nccn1C(=O)c1ccccc1[N+](=O)[O-]
  A: 6	B: 0.1	C: 3	D: 1	E: 17	F: 2	G: -96	H: 1
25	O=C(COC(=O)Cn1nnc2ccccc21)NC1CCCC1
  A: -3	B: -0.4	C: 1	D: 3	E: -8	F: -2	G: 15	H: 12

Entries of single compounds, looked up by structure.
`CC(=O)Nc1cccc(NC(=O)CSc2n[nH]c(-c3ccccc3)n2)c1` across the screens: HKDC1 inhibitor: 3; MPTP inh: -1.1; GRIN3A LBD mod: 2; ATG4B inh: 2; PfGluPho inh: -1; SENP7 inh: 6; SENP8 inh: 7; SENP6 block: 5
`COc1cc(CCC(=O)Nc2ccc(S(=O)(=O)NC3=NCCCCC3)cc2)cc(OC)c1OC` across the screens: HKDC1 inhibitor: -3; MPTP inh: 0.9; GRIN3A LBD mod: -1; ATG4B inh: 0; PfGluPho inh: -7; SENP7 inh: 4; SENP8 inh: -2; SENP6 block: 6
`CCOc1cc(/C=C2\C(=O)N(c3ccc(C(N)=O)cc3)N=C2C)ccc1OC(=O)c1cccs1` across the screens: HKDC1 inhibitor: 16; MPTP inh: -1.2; GRIN3A LBD mod: 0; ATG4B inh: 27; PfGluPho inh: -3; SENP7 inh: 68*; SENP8 inh: 66*; SENP6 block: 63*

Carrying on.
Abbreviations – A = HKDC1 inhibitor; B = MPTP inh; C = GRIN3A LBD mod; D = ATG4B inh; E = PfGluPho inh; F = SENP7 inh; G = SENP8 inh; H = SENP6 block
26	CC(C)(C)C(=O)N1CCN(c2nc3ccc(Cl)cc3s2)CC1
  A: -3	B: -0.3	C: 1	D: -7	E: 14	F: 0	G: 23	H: -3
27	O=C(Cc1ccc(S(=O)(=O)N2CCOCC2)s1)N(Cc1ccccc1)c1ccccc1
  A: -1	B: -0.5	C: 1	D: -1	E: 3	F: -2	G: 8	H: -5
28	Cc1ccc(C)c2[nH]c(=O)c(CN(Cc3cccs3)C(=S)NCc3ccco3)cc12
  A: -8	B: -0.3	C: 0	D: -8	E: 34	F: -11	G: 0	H: -29
29	CC[C@@H](CCC=C(C)C)C(=O)N(Cc1ccccc1)c1ccccc1
  A: 3	B: 0.3	C: 0	D: 5	E: 4	F: 4	G: 17	H: 6
30	Cc1ccc(CNC(=O)CCS(=O)(=O)c2cccc3nsnc23)cc1
  A: 2	B: 1.0	C: -1	D: -9	E: 11	F: 2	G: 14	H: -3
31	CCOC(=O)/C=C1/SCC(=O)N1CCOc1cccc(Br)c1
  A: -1	B: -1.5	C: -1	D: -2	E: 5	F: nt	G: -2	H: nt
32	O=C(c1cccc(C(=O)N2CCN(c3ccccc3)CC2)c1)N1CCN(c2ccccc2)CC1
  A: 16	B: -0.4	C: 1	D: -9	E: 14	F: 5	G: 16	H: 12
33	COc1ccc(C(=O)NC(C)c2ccncc2)cc1S(=O)(=O)N(C)Cc1ccccc1 (centres undefined)
  A: 1	B: 1.3	C: 0	D: -15	E: 4	F: -12	G: 10	H: 4
34	COc1cc([N+](=O)[O-])cc(/C=N/NC(=O)C(C)Nc2ccccc2C)c1O (centres undefined)
  A: -10	B: 0.3	C: -5	D: 10	E: -34	F: -8	G: 41*	H: 3
35	CCOC(=O)C1=C(C)N(CCCC(=O)O)C(=O)NC1c1ccccc1 (centres undefined)
  A: -8	B: 0.8	C: 0	D: -1	E: -3	F: 4	G: 9	H: 0
36	CCOc1ccc(NC(=O)CN2CCN(CC(=O)Nc3ccc(OC)cc3OC)CC2)cc1
  A: 2	B: -0.7	C: -2	D: -2	E: 1	F: -8	G: 8	H: -4
37	CCN(CC)c1ccc(/C=C(/C#N)c2nc3ccc(C)cc3[nH]2)c(OC(C)C)c1
  A: 15	B: 83*	C: -20	D: 9	E: 9	F: 4	G: 8	H: -4
38	O=C(COC(=O)CCc1nc2ccccc2c(=O)[nH]1)NC1CCS(=O)(=O)C1 (centres undefined)
  A: -2	B: -0.1	C: -4	D: -2	E: 9	F: 0	G: 4	H: 6
39	Cc1ccc(Cn2c(CN3CCN(C(=O)c4ccco4)CC3)nc3c2c(=O)n(C)c(=O)n3C)cc1
  A: -15	B: 1.2	C: -3	D: -11	E: -4	F: -3	G: 21	H: -12
40	C[C@@]12C(=O)Nc3ccc(Cl)cc3C(=O)N1[C@H]1c3cc(Br)ccc3OC[C@@H]1[C@@H]2c1ccccc1
  A: 2	B: 0.9	C: -3	D: 5	E: -22	F: 12	G: 6	H: -14
41	CC(CN1CCCCC1)NC(=O)c1cc(-c2ccccn2)nc2ccc(Cl)cc12 (centres undefined)
  A: -6	B: 2.1	C: -1	D: -4	E: 6	F: 3	G: -2	H: -5
42	Cc1ccc2c(C)c(C(=O)N(Cc3ccncc3)CC3CCCO3)oc2c1C (centres undefined)
  A: -3	B: 0.2	C: -1	D: -7	E: -4	F: 6	G: 0	H: 8
43	COC(=O)c1cccc(NC(=O)C2CCCN2C(=O)c2cccs2)c1 (centres undefined)
  A: -7	B: -0.9	C: 0	D: 1	E: -16	F: -9	G: 9	H: -3
44	COc1ccc(N2CCN(C(=O)[C@H](Cc3c[nH]c4ccccc34)NC(C)=O)CC2)cc1
  A: -13	B: 0.0	C: -1	D: 4	E: 7	F: 2	G: 1	H: 1
45	COc1ccc(-c2sc3ccc(OC)cc3c2-c2ccc(O)cc2)cc1
  A: 1	B: 1.4	C: 9	D: 23	E: 6	F: -12	G: -212	H: -26
46	CCCN(CCC)CCCNS(=O)(=O)c1cc(Br)cc2c1N(C(C)=O)CC2
  A: -1	B: -1.4	C: -1	D: 8	E: -17	F: 0	G: 15	H: 7
47	O=C(COc1ccccc1Cl)N1CCN(c2ccc([N+](=O)[O-])c(N3CCOCC3)c2)CC1
  A: 4	B: -0.5	C: nt	D: -9	E: 20	F: -2	G: 20	H: -9
48	N#Cc1ccc(NC(=S)Nc2ccccc2)cc1
  A: 6	B: 90*	C: -8	D: 2	E: -17	F: 11	G: 9	H: -45
49	Cc1cc(=O)nc2c3ccccc3n(C(C)C(=O)NCCC(C)C)n12 (centres undefined)
  A: -6	B: -0.8	C: 0	D: -4	E: -14	F: -15	G: 3	H: 1
50	COc1ccc(C(=O)Nc2c(N)nc(SCC(=O)c3ccccc3)[nH]c2=O)cc1
  A: 8	B: -0.7	C: 0	D: -1	E: -28	F: 5	G: 3	H: 17
